PERK inh – inhibitors of human PERK kinase | 0.17% of 220,000 active | inhibition, % at 5.6 µM | Q9NZJ5 | AID 1416 | CHO PERK-DD fusion, SEAP luminescence translation reporter;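 active = inhibition above the mean inhibition of all tested compounds plus 3 SD, set separately per screening campaign, cut at about 2.9% in these data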;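 note: PERK kinase domain activated by AP20187 dimerizer at 100 nM; 0% = DMSO with dimerizer and 100% = rapamycin at 8.4 µM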
zVAD death inh – L929 zVAD cell death inhibition; L929 zVAD necroptosis rescue, ATP luminescence, 24 h; with zVAD 60 µM; 0.38% of 220,000 active; viability rescue, % at 10 µM;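 active = activation, scaled between plate controls, above about 75%, limit read from the data; inactive = activation under that limit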;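 note: 0% = zVAD with DMSO and 100% = DMSO alone without zVAD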
Hck-Nef inh – blocks Nef-activated human Hck kinase; P08631; inhibition, % at 20 µM; 0.68% of 220,000 active; Recombinant Hck-YEEI plus Nef, Z-Lyte FRET kinase assay;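 active = Hck-Nef kinase inhibition above about 50%, limit read from the data; inactive = inhibition below that limit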;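 note: 0% = DMSO with Hck plus Nef and 100% = Hck alone without Nef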
Target sequence (P08631 whole entry, looked up): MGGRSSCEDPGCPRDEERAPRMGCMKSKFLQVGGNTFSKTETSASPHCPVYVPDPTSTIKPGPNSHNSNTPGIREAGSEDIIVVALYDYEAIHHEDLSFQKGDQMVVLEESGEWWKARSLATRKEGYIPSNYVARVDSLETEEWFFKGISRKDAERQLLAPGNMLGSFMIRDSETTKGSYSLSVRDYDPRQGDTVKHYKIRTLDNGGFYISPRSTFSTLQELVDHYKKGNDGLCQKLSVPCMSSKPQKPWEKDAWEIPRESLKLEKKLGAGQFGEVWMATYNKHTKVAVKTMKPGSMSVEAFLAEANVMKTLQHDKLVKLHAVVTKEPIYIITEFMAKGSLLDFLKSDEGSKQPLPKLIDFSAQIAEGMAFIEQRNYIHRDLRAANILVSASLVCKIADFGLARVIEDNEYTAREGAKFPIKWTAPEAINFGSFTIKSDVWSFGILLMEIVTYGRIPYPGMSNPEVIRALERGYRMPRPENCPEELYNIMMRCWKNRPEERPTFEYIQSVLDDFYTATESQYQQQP
EP2 mod – EP2 receptor (human) modulation. EP2-expressing cells, cAMP HTRF FRET, PGE2 co-stimulation. induction, % at 25 µM. 0.83% of 260,000 active;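 active = compounds whose cAMP rise, as percent of the full-agonist control response, exceeds 60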;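 note: rat C6 glioma line stably carrying human EP2 under a CMV promoter; the protocol text gives 20 µM as final concentration; 100% = response of wells given 1 µM PGE2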
Target sequence (P43116 whole entry, looked up): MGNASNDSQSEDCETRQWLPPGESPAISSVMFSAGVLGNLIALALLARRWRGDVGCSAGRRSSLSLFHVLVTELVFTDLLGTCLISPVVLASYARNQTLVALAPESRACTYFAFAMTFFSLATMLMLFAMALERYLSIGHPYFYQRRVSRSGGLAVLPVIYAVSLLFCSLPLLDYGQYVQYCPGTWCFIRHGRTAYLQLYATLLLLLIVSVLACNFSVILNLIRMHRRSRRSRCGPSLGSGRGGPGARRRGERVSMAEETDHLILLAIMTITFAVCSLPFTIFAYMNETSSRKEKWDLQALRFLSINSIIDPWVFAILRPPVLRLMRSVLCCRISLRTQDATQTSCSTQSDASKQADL
Runt-SMMHC FRET – blocks binding of human RUNX1 Runt domain to CBFb-SMMHC | Q01196+Q13951 | Cerulean-Runt/Venus-CBFb-SMMHC FRET ratio 530/480, 1 h | inhibition, % at 20 µM | 0.74% of 220,000 active;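 active = mean inhibition across duplicate retests at 20 µM reaching about 50%, limit read from the data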;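 note: 0% = DMSO wells and 100% = wells with excess untagged CBFb-SMMHC; inhibitors lower the FRET ratio by blocking Runt binding to CBFb-SMMHC; some results filed as inactive read as strong as hits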
RBBP9 inhibitor – human RBBP9 hydrolase inhibition. recombinant RBBP9, FP-Rh probe fluorescence polarization. inhibition, % at 7.94 µM. 0.2% of 220,000 active. AID 1515;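 active = inhibition above the campaign mean of all tested compounds plus 3 SD, cut at about 14% in these data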;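 note: plate controls were DMSO wells with RBBP9 for no effect and wells lacking RBBP9 protein for full effect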
Target sequence (O75884 whole entry, looked up): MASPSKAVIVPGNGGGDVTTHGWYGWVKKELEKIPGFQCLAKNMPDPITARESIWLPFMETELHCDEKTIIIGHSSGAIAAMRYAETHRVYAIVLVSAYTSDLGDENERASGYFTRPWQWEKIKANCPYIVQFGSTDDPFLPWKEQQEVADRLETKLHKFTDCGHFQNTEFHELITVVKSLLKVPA
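Measured by – fluorescence polarization · Test system – RBBP9 protein · Input – 2.5 µM RBBP9 dispensing solution, before mixing · Measure – percent inhibition from mP, scaled between DMSO and no-protein wells · Benchmarks – DMSO-treated enzyme wells and wells lacking RBBP9 · Times – preincubation 30 min plus labeling 45 min at 25 °C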
Runt-CBFb FRET – inhibitors of human RUNX1 Runt domain binding to CBFb. Q01196+Q13951. Cerulean-Runt/Venus-CBFb FRET ratio 530/480, 1 h. inhibition, % at 20 µM. 0.46% of 220,000 active. AID 1496;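 active = inhibition over about 50% at 20 µM in the single-dose screen, limit read from the data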;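 note: 0% = DMSO wells and 100% = excess unlabeled CBFb competitor control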
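Assay system: Cerulean-Runt domain fusion protein, energy donor; Signal: fluorescence energy transfer, 422 nm excitation, 530/480 nm emission; Timing: 1 h compound exposure, room temperature; Control set: unlabeled CBFb; Medium: Tris buffer pH 7.5 with salts and BSA; Compound: single test concentration of 20 µM, 1% DMSO final; Probe or stimulus: Venus-CBFb 100 nM.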
EP2 antag – inhibitors of human EP2 prostaglandin E2 receptor. P43116. C6 glioma cells expressing human EP2, cAMP TR-FRET; cells stimulated with saturating PGE2. inhibition, % at 25 µM. 0.52% of 260,000 active. AID 1422;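 active = percent inhibition above 40 after rounding to a whole number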;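 note: rat C6 glioma host cells with rolipram phosphodiesterase inhibitor present; the protocol text gives 20 µM as final concentration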
TNF death inh – TNF-alpha cell death inhibition in Jurkat FADD-/- cells | Jurkat FADD-/- TNF necroptosis rescue, ATP luminescence, 24 h; 0 = TNF only, 100 = no-TNF cells | AID 463075 | activation (protection from cell death), % at 10 µM | 0.068% of 220,000 active;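 active = activation, meaning protection from cell death, of at least 50% relative to plate controls; inactive = activation below 50%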;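 note: necroptosis triggered by 40 ng/mL TNF-alpha added together with compound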
* hit, by the source's call; x = not tested or not shown; & = joins results of further samples. Not all compounds are listed. The share of hits here may be higher or lower than overall.

Each structure is followed by: PERK inh	zVAD death inh	Hck-Nef inh	EP2 mod	Runt-SMMHC FRET	RBBP9 inhibitor	Runt-CBFb FRET	EP2 antag	TNF death inh
- Cc1ccc(/C(=N/Nc2nc3ccccc3s2)C2=C(O)c3ccccc3C2=O)cc1
→ -0.1	0.2	-4.2	-47.6	-6.5	-10.8	-3.4	5.5	-1.7
- CCN1CCN(C(=O)C(C)Nc2cc(Cl)c(OC)cc2OC)CC1 (stereo not given)
→ -0.3	1.6	7.8	-7.6	-26.3	9.2	-2.2	1.3	-0.7
- CC(C)[C@H](NC(=O)c1ccccc1Cl)C(=O)Nc1nc(-c2ccccn2)cs1
→ -0.5	2.7	12.0	-33.6	1.8	2.2	1.5	8.8	-6.0
- C=CCn1c(=O)/c(=C/c2cc(OC)c(OC)c(OC)c2)s/c1=C(/C#N)c1nc2ccccc2n1C
→ -0.1	-2.0	2.0	1.6	-218.1	4.8	-74.2	7.5	-10.7
- Cc1cccc(NC(=O)Cn2nnc3sc4c(c3c2=O)CC(C)(C)OC4)c1
→ -2.1	1.1	2.6	-17.5	0.5	-11.7	-1.7	8.9	2.6
- COc1ccc(NC(=O)Cn2c(=O)oc3ccccc32)cc1
→ 1.1	0.6	16.3	-12.4	-2.1	-7.7	3.1	6.0	8.7
- NC(=S)NNc1ccnc2cc(Cl)ccc12
→ 0.3	23.1	17.8	-21.6	2.6	0.5	4.7	6.6	0.3
- CCN(CC)S(=O)(=O)c1ccc(NC(=O)c2ccc(Sc3nncn3C)c([N+](=O)[O-])c2)cc1
→ 0.8	0.6	-0.5	5.0	1.6	-1.8	-3.5	3.8	-1.1
- O=C(Nc1ccc2c(c1)OCO2)c1ccncc1
→ 0.7	0.4	1.5	-3.3	-1.5	-8.8	-0.8	4.1	-2.0
- O=C(c1cn(-c2ccccc2)nc1-c1cccs1)N1CCOCC1
→ -0.4	0.2	1.1	13.9	0.0	-4.2	x	12.3	-0.1
- O=C(Nc1cccc(NC(=O)C2CC2)n1)C1CC1
→ 1.0	-0.3	-0.9	-3.4	3.3	9.6	-2.5	1.6	-0.1
- COC(=O)c1ccc(C(=O)OC)c(NC(=S)N2CCN(C(=O)C3CCCO3)CC2)c1 (stereo not given)
→ -0.6	0.4	-28.0	15.1	0.1	-9.7	6.4	4.2	-0.6
- C=CCn1c(SC2CCOC2=O)nc2sc(CC)cc2c1=O (stereo not given)
→ -1.2	0.7	-1.3	-8.2	2.9	-11.5	-2.5	15.3	-0.5
- O=C(NNc1ccc(C(F)(F)F)cc1[N+](=O)[O-])c1ccc(NS(=O)(=O)c2ccc(F)cc2)cc1
→ 0.0	1.0	4.1	5.4	4.0	3.7	6.4	9.2	-2.0
- CC(C)(C)c1ccc(C(=O)NNC(=O)c2ccc(Cl)cc2)cc1
→ -0.4	0.4	1.6	19.1	2.0	-5.8	0.5	15.1	2.7
- CCOc1nc(NCCC2=CCCCC2)nc(N2CCOCC2)n1
→ -0.1	-0.3	0.0	14.9	0.8	-3.8	0.0	8.1	-1.6
- COc1ccc(C(CNC(=O)Cc2ccccc2F)N2CCCCC2)cc1 (stereo not given)
→ -0.8	0.0	12.6	-34.7	-0.3	-3.9	-1.7	0.4	0.7
- Cc1cc(C)c2c(c1)NC(c1cc3c(cc1Br)OCO3)C1CC=CC21 (stereo not given)
→ 0.6	-0.7	0.7	26.4	3.8	-1.7	2.1	9.3	-0.7
- CCCOc1cccc(-c2nn(-c3ccccc3)cc2/C=C(\C#N)C(=O)NCCCn2ccnc2)c1
→ -0.8	3.4	1.6	-12.0	-18.7	-5.6	-9.7	4.4	2.7
- Cn1c(SCC(=O)N2CCCC2)nnc1-c1cnccn1
→ 0.5	0.8	19.7	-3.7	0.6	2.1	1.1	8.3	-0.3
- Cc1ccc(N2C(=S)N=C(Nc3ccccc3C)C23CCOC(C)(C)C3)cc1 (stereo not given)
→ -0.1	-0.5	-0.5	34.2	-0.2	-6.5	-0.5	2.1	-1.0
- CC/C(=N\NC(=O)CSc1ncccn1)c1ccc2c(c1)OCCO2
→ 0.4	0.4	3.4	7.5	4.1	-2.3	-0.9	7.1	1.6
- COc1ccc(C(=O)n2nnc3ccccc32)cc1OC
→ 1.1	x	0.3	-10.5	-1.1	4.1	-1.8	6.5	-19.6
- Cc1nc(C)c(C(=O)C2=C(O)C(=O)N(CCCn3ccnc3)C2c2ccccc2)s1 (stereo not given)
→ 0.4	0.2	-1.3	17.9	-1.6	1.7	0.1	5.5	0.1
- COc1ccc(/C=C2/CC/C(=C\c3ccc(OC)c(OC)c3OC)C2=O)c(OC)c1OC
→ -1.5	0.5	0.3	30.8	-33.2	-12.1	-23.3	10.0	1.8
- O=C(OCc1cnc(Cl)s1)c1ccc(Cl)cc1
→ 0.2	0.1	-1.2	12.2	-3.1	-5.4	-2.1	11.1	-1.2
- Cn1c(=O)c2c(ncn2CC(=O)Nc2nc(-c3ccc(F)c(F)c3)cs2)n(C)c1=O
→ 0.2	-0.3	19.6	-22.4	0.1	-11.4	2.1	5.7	0.7
- O=C(Oc1cccnc1)c1ccccc1[N+](=O)[O-]
→ 0.0	-0.2	5.5	-16.2	-4.0	-10.4	0.0	7.1	-0.6
- CCOc1ccc(N(CC(=O)N/N=C/c2ccc(OC(C)C)cc2)S(C)(=O)=O)cc1
→ 0.3	1.1	-12.7	26.4	5.9	-8.0	-8.4	15.0	0.0
- CC(=O)Sc1nc(-c2ccccc2)[nH]c1S(=O)(=O)c1ccc(C)cc1
→ 1.7	0.3	-38.1	14.5	39.3	9.1	17.4	14.8	-4.7

Just TNF death inh and RBBP9 inhibitor (three entries from above):
canonical_smiles	TNF death inh	RBBP9 inhibitor
C=CCn1c(=O)/c(=C/c2cc(OC)c(OC)c(OC)c2)s/c1=C(/C#N)c1nc2ccccc2n1C	-10.7	4.8
Cc1cccc(NC(=O)Cn2nnc3sc4c(c3c2=O)CC(C)(C)OC4)c1	2.6	-11.7
COc1ccc(NC(=O)Cn2c(=O)oc3ccccc32)cc1	8.7	-7.7

Carrying on.
Each structure is followed by: PERK inh	zVAD death inh	Hck-Nef inh	EP2 mod	Runt-SMMHC FRET	RBBP9 inhibitor	Runt-CBFb FRET	EP2 antag	TNF death inh
- Cc1occc1C(=O)NN1C(=O)C2C3CCC(O3)C2C1=O (stereo not given)
→ 0.3	0.0	2.9	3.5	0.7	-3.0	-1.6	6.4	0.3
- CC(C)(CN1CCN(Cc2ccccc2)CC1)NS(=O)(=O)c1ccccc1
→ -2.2	-0.4	14.1	-7.7	-3.0	-12.0	-1.4	6.0	2.5
- Cc1ccc2c(c1)cc(CN(CCc1ccccc1)C(=O)N1CCOCC1)c1nnnn12
→ -1.4	-0.4	-0.4	14.8&-12.6	3.0	-6.7	-3.8	10.4&8.7	-5.6
- COC(=O)N/N=C(\C)c1ccc(Br)cc1
→ 0.5	0.2	2.1	28.4	0.7	0.9	0.6	10.3	-0.7
- Cc1ccc(NC2=C(N3CCOCC3)C(=O)c3ccccc3C2=O)cc1
→ 3.2*	0.4	0.5	12.3	-2.5	-3.3	-0.4	2.3	-15.0
- Cc1nnc(N(Cc2ccco2)C(=O)c2ccno2)s1
→ 1.1	1.1	1.2	-5.5	10.9	-7.7	4.6	8.0	-0.8
- CC(=O)Nc1ccc(/C(C)=N/NC(=O)c2ccncc2)cc1
→ 0.2	4.8	-11.3	21.9	-3.5	-5.2	-0.7	-0.9	0.1
- Cc1ccc2nc(NC(=O)CCNS(=O)(=O)c3ccc(Br)s3)sc2c1
→ -0.6	8.3	-0.4	-17.5	4.8	-11.9	-0.8	2.1	11.5
- COc1ccccc1CNC(=O)c1ccccc1OCc1ccc(F)cc1
→ -0.6	0.5	1.5	33.4	0.2	-8.7	-2.0	6.1	1.6
- Cc1ccccc1OCC(=O)NC(=S)Nc1ccc(N2CCCC2)cc1
→ 0.5	0.6	24.3	8.6	1.1	-1.7	-0.4	2.6	-2.6
- O=S(=O)(c1ccc(S(=O)(=O)N2CCC3(CC2)OCCO3)cc1)N1CCCC1
→ -0.2	0.2	23.2	-11.9	1.7	-3.7	1.8	3.4	2.5
- COc1cccc(N/C(SC)=C(/C#N)C(=O)NCc2cccs2)c1
→ -0.6	0.1	26.5	23.3	1.2	-1.7	-2.3	3.7	0.6
- Brc1ccc(/C=N/c2nc3ccccc3n2CCN2CCOCC2)cc1
→ 1.3	-0.1	6.9	8.5	3.1	-6.9	-0.5	5.3	1.7
- O=C(O)COc1ccc(S(=O)(=O)NCCc2ccccc2)cc1
→ 0.2	0.2	8.5	6.6	3.5	-3.2	0.4	18.5	2.1
- CCN(c1ccc(OCC(=O)OCC(=O)c2c(N)n(C)c(=O)n(C)c2=O)cc1)S(=O)(=O)c1ccccc1
→ 0.2	0.7	-16.9	-29.8	-6.0	-6.1	-7.9	3.7	0.3
- O=C(NNC(=O)c1csc(-c2cccnc2)n1)Nc1ccc(Cl)cc1
→ 1.4	69.8	52.2*	-71.6	2.2	-6.8	-1.3	9.3	6.0
- O=C(CCC1CCCN(Cc2ccc3c(c2)OCCO3)C1)NCc1ccccc1F (stereo not given)
→ -1.7	-0.6	20.5	13.7	2.8	-4.4	-1.5	5.8	4.6
- C=CCn1c(COc2ccc(Cl)cc2)nnc1SCC(=O)Nc1ccc(S(N)(=O)=O)cc1
→ -0.3	x	-6.7	1.4	0.3	-5.6	-3.8	1.2	0.0
- COc1cc(OC)cc(C(=O)Nc2c(F)cccc2F)c1
→ 0.8	x	-4.8	11.3	-1.4	-3.2	1.8	10.1	-5.0
- O=C(NCCc1ccc(Cl)cc1)C1CCN(S(=O)(=O)c2cccs2)CC1
→ -0.9	-0.2	2.7	-33.5	0.3	-3.3	-0.2	13.8	1.6
- CC(C)OCCCn1c(=S)[nH]c2ncccc2c1=O
→ 1.1	-0.3	-1.0	30.3	1.5	-2.4	1.1	x	-1.7
- CC(c1ccccc1)C1OCC(C[N+]2(C)CCCCC2)O1 (stereo not given)
→ 0.9	2.8	23.6	14.8	9.9	1.6	0.5	14.1	1.0
- CN(C)CCNC(=O)/C(=C/c1ccc(-c2cccc([N+](=O)[O-])c2)o1)NC(=O)c1ccccc1
→ 0.5	14.9	11.9	-18.6	0.7	1.6	0.3	7.0	6.0
- COc1ccc2nc(N/C(N)=N/C(=S)Nc3ccccc3)nc(C)c2c1
→ 1.5	3.8	23.3	-3.6	-1.7	-13.9	2.6	6.7	1.4
- Cc1onc(-c2ccccc2)c1C(=O)NCc1cccnc1
→ 0.8	0.6	0.7	28.8	4.1	-1.9	0.2	8.9	0.9
- COc1cccc(-c2nc(S(=O)(=O)c3ccccc3)c(N3CCOCC3)o2)c1
→ 0.0	0.7	-0.3	2.5	1.4	-9.7	-1.3	15.5	-1.6

Compound activity as filed in PubChem.
